# uPA generation: qHTS for Inhibitors of Cell Surface uPA Generation | Potency, µM (series often up to 38.3 µM), without a hit: top-dose activity change, negative = inhibition, most hits filed as inhibitors | cell surface uPA generation assay, qHTS | 0.31% of 330,000 active; active = well fitted inhibition curve with a large enough effect; inconclusive = small, poorly fitted or top-dose-only effect; inactive = no such curve, though single readings can be large or run the other way; tested in mouse RAW 264.7 cells; note: potency is the fitted concentration of half-maximal effect; % is set by controls: 0 for no effect and ±100 for the full control effect; nearly all actives have a fitted effect of over 55% in size
# RORgamma inh: qHTS for inhibitors of ROR gamma transcriptional activity; Drosophila S2 Gal4-RORgamma UAS-luciferase reporter, 20 h; 5.4% of 310,000 active; Nuclear receptor ROR-gamma (Mus musculus), P51450; Potency, µM (top dose mostly 53.6 µM), without a hit: at the highest dose activity change, negative = inhibition, most hits filed as inhibitors; note: potency is the fitted concentration of half-maximal effect; % is set by controls: 0 for no effect and ±100 for the full control effect; nearly all actives have a fitted effect of over 60% in size
# Target sequence (P51450 whole entry, looked up, the tested form may be a part): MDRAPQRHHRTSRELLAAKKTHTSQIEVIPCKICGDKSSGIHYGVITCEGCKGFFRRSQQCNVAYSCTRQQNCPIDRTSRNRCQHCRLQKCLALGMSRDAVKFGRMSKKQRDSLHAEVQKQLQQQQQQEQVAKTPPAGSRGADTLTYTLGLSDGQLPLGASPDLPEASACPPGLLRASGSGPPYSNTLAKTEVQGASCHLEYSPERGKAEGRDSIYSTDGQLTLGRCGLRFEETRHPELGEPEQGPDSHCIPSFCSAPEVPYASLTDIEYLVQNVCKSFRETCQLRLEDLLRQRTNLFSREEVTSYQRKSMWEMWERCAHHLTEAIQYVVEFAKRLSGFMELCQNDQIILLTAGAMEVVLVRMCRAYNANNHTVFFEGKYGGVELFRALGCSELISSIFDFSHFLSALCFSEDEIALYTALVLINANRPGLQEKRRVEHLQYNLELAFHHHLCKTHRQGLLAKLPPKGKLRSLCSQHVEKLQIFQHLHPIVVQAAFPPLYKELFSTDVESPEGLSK
#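 A Gal4/UAS one-hybrid system in insect cells: metallothionein-promoter Gal4–ROR gamma fusion plus Photinus luciferase reporter. Copper sulfate 700 uM final, 20 hr ambient incubation, luminescent detection after 10 min with reagent.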
# Gal4-VP16 FLuc: VP16 counterscreen qHTS for inhibitors of ROR gamma transcriptional activity | 3.5% of 310,000 active | Drosophila S2 Gal4-VP16 UAS-luciferase, luminescence, 20 h | Potency, µM (top dose mostly 53.6 µM), without a hit: at the top dose activity, negative = inhibition, most hits filed as inhibitors;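 note: Gal4-VP16 expression switched on by copper sulfate through the metallothionein promoter; potency is the fitted concentration of half-maximal effect; % is set by controls: 0 for no effect and ±100 for the full control effect; nearly all actives have a fitted effect of over 50% in size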
# FLuc counter: qHTS profiling assay for firefly luciferase inhibitor/activator using purifed enzyme and Km concentrations of substrates (counterscreen for miR-21 project); purified FLuc, Km substrates, luminescence inhibition; Luciferin 4-monooxygenase (Photinus pyralis), P08659; 6.9% of 360,000 active; Potency, µM (doses to about 57.5 µM), inactives show top-dose activity change, negative = inhibition, usual class: inhibitors; AID 588342, 2011;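 note: potency is the fitted concentration of half-maximal effect; plate controls were vehicle for no effect and reference inhibitor for full effect; nearly all actives have a fitted effect of over 55% in size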
#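 Purified P. pyralis luciferase, 10 nM final, with Km-level 10 uM D-luciferin and 10 uM ATP in 50 mM Tris acetate pH 7.5, 10 mM Mg acetate, 0.01% Tween-20, 0.05% BSA; 6-point qHTS titration about 60 µM downward; luminescence read.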
# KCNH2 3.1 inh: qHTS for Inhibitors of KCHN2 3.1: Mutant qHTS; Potassium voltage-gated channel subfamily H member 2, brain isoform KCNH2 3.1 (human); U2OS KCNH2 3.1, thallium flux FluxOr; active compounds read low; activity change, % (tested at about 1.8 µM); 0.95% of 340,000 active;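 active = maximum activity change below -70%; inconclusive = maximum activity change from -70% to -50%; inactive = maximum activity change above -50%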;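 note: thallium influx rate constant from kinetic fluorescence after stimulation buffer; % is set by controls: 0 for no effect and ±100 for the full control effect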
#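 Channel expression came from 3.1 mutant virus (1.77 x 10^8 /mL) applied to suspended U2OS cells for 4 h. Flux was tracked with FluxOr dye plus Red40 quencher, and kinetic rate constants normalized to controls.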
# ELG1 genotox: qHTS screen for small molecules that induce genotoxicity in human embryonic kidney (HEK293T) cells expressing luciferase-tagged ELG1 | Potency, µM (top dose mostly 46 µM), for the others: at the top dose activity change, positive = activation, actives largely listed as activators | HEK293T ELG1-luciferase reporter, luminescence, 16 h | 1.3% of 330,000 active; note: potency is the fitted concentration of half-maximal effect; % of control where 0% means no effect; nearly all actives have a fitted effect of over 60% in size
#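 Cells (2,000/well) expressing the ELG1-luciferase fusion are dosed by pin tool and kept 16 hr at 37 °C, 5% CO2. Signal comes from ONE-Glo luciferase reagent after 30 min at room temperature.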
# Tb PFK inh: qHTS Assay to Find Inhibitors of T. brucei phosphofructokinase; ATP-dependent 6-phosphofructokinase (Trypanosoma brucei brucei), O15648; T. brucei PFK, ADP-Glo luminescence; Potency, µM (series often up to 57.5 µM), for inactives: at the highest dose activity, negative = inhibition, most hits filed as inhibitors; 0.17% of 330,000 active; AID 485367, 2010;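 note: potency is the fitted concentration of half-maximal effect; 0% = uninhibited 1x PFK enzyme wells and -100% = no-enzyme wells; nearly all actives have a fitted effect of over 60% in size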
# Target sequence (O15648 whole entry, looked up): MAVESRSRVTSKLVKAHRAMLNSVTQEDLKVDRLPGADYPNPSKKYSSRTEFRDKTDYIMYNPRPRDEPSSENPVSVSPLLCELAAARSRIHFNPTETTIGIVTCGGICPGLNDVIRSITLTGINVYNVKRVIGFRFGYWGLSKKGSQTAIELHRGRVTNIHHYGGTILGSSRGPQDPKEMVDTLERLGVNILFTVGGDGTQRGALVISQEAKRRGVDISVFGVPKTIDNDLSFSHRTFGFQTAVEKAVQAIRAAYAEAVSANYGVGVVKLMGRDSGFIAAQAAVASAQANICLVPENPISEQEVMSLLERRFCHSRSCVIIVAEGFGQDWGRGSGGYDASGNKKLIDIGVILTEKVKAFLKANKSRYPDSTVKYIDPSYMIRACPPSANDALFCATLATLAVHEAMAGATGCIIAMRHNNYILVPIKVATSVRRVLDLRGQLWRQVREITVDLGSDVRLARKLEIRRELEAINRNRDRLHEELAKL
#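 Activity is normalized to no-enzyme wells (full inhibition) and 1.25 nM enzyme wells (no inhibition). Reaction: 0.5 mM F6P, 0.1 mM ATP, 45 min RT, ADP-Glo luminescence; concentration-response curves fitted and classed by quality.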
# Giardia kill: Small Molecules that selectively kill Giardia lamblia: qHTS; Giardia lamblia trophozoite viability; activity change, % at 7.66 µM, hits read low; 0.15% of 340,000 active; in the data active = activity change below about -80%; inconclusive = between about -30% and that limit;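 note: parasites exposed to compound for two days anaerobically before the ATP read; % is set by controls: 0 for no effect and ±100 for the full control effect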
#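 Killing of trophozoites was scored by loss of ATP luminescence after a 48 hrs anaerobic exposure to compounds at 37 deg C, using 100 cells per well.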
# Rab9 promoter act: qHTS Assay for Rab9 Promoter Activators; Huh7 Rab9 promoter-luciferase reporter, luminescence, 24 h; Potency, µM (doses to about 9.22 µM), for inactives: at the top dose activation, negative = inhibition, usual class: activators; 2.8% of 320,000 active; note: potency is the fitted concentration of half-maximal effect; % of control where 0% means no effect; nearly all actives have a fitted effect of over 60% in size
#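 Huh7 reporter line, Rab9 promoter upstream of luciferase. Compound exposure 24 h at 37 °C in reduced-serum medium with 10% FBS. Read-out: luminescence.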
# NPC1 promoter act: qHTS Assay for NPC1 Promoter Activators | Huh7 NPC1 promoter luciferase reporter, 24 h | Potency, µM (doses to about 9.22 µM), inactives show top-dose activation, usual class: activators | 2.4% of 320,000 active | AID 485313, 2010;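 note: potency is the fitted concentration of half-maximal effect; % of control where 0% means no effect; nearly all actives have a fitted effect of over 60% in size; reporter is driven by a mutant NPC1 promoter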
#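 Luminescence from an NPC1 promoter-driven luciferase reporter in stably transfected Huh7 cells was measured after 24 h compound treatment at 37 °C, followed by 10 min ambient incubation with luciferase detection reagent.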
# Coupling enz: qHTS Assay for Inhibitors of Fructose-1,6-bisphosphate Aldolase from Giardia Lamblia: Coupling assay counterscreen | coupling enzyme system counterscreen, AmpLite Red fluorescence | activity change, negative = inhibition, % at 58.2 µM, hits read low | 0.67% of 290,000 active | AID 2472, 2010; in the data active = activity change below about -30%; note: % is set by controls: 0 for no effect and ±100 for the full control effect
#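 Final compound at 57.5 uM, incubated 10 min at RT with coupling enzyme reagent (glyceraldehyde-3-phosphate), then 20 min with substrate and AmpLite Red detection. Fluorescence read at 525/598 nm; tests interference with the coupling assay, not aldolase inhibition.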
# The depositor's hits bear a star; ? = inconclusive; nt = not tested or not shown; & = joins results of further samples; ! = not confirmed by another sample; [ ] = remark or other dose. Unless noted, calls come from the whole dose curve; as a rule, active = well fitted curve in the direction sought with a large enough effect; inconclusive = small, poorly fitted or top-dose-only effect, or another doubt; inactive = no such curve, though single readings can be large; an effect the other way counts as inactive or inconclusive. An excerpt (hit frequency here may not be typical).
SMILES,uPA generation,RORgamma inh,Gal4-VP16 FLuc,FLuc counter,KCNH2 3.1 inh,ELG1 genotox,Tb PFK inh,Giardia kill,Rab9 promoter act,NPC1 promoter act,Coupling enz
CCC(=Nc1ccc(OC)cc1OC)c1c(O)[nH]c(=O)[nH]c1=O,-2.7%,13.3%,-3.3%,-5.2%,1.3,13.9%,2.0%,18.2,-4.1%,-2.4%,-9.0
COc1ccc(CN2CC=C(c3ccc(F)cc3)CC2)cc1Br,-0.3%,-2.6%,-16.1%,9.0%,-139.2*,-4.1%,-7.3%,5.2,-2.6%,2.8%,-0.9
CC(=O)Cc1ccc(OC(C)C)cc1,2.0%,21.7%,-2.5%,4.5%,3.7,0.8%,0.0%,20.5,-2.9%,-0.6%,0.4
COc1ccc(F)cc1C(=O)C1CCCN(Cc2ccc(O)cc2)C1 (configuration not stated),-0.4%,?,-0.7%,-1.6%,-1.0,-0.3%,-0.9%,-2.7,10.6%,1.4%,3.9
CC1CN(C(=O)CCC(=O)N2CCC3(CC2)OCCO3)c2cc(Cl)ccc2O1 (configuration not stated),-6.4%,24.0%,-1.3%,2.8%,-0.7,4.2%,-25.3%,24.9,-4.6%,-3.7%,nt
CC(C)n1c(=O)c(C=Nc2ccc(Cl)cc2)c(O)n(Cc2ccco2)c1=O,nt,18.9%,-7.1%,0.2%,nt,-2.9%,-1.0%,nt,-4.0%,-1.1%,1.1
Cc1cc(Oc2cc(NN3CCCCC3)c([N+](=O)[O-])cc2[N+](=O)[O-])ccc1[N+](=O)[O-],15.9%,-5.7%,-5.8%,4.8%,1.1,1.5%,?,10.5,3.3%,-4.7%,-5.4
CCOc1cc(/C=C2\C(=O)NC(=O)N(CCc3ccc(F)cc3)C2=O)ccc1O,21.3%,21.3%,3.6%,?,-10.3,-1.5%,0.5%,13.3,-3.0%,1.3%,2.1
CCOc1ccc(NC(=O)C(=S)NC2CCCCC2)cc1,0.1%,?,8.0%,13.5µM*,-15.9,?,0.1%,-6.1,?,?,-0.1
CCOC(=O)c1cc(C(O)(C(=O)OC)C(F)(F)F)c(/N=C/N(C)C)o1 (configuration not stated),1.0%,19.2%,2.0%,6.2%,-2.5,2.6%,2.3%,7.7,-7.7%,-4.7%,0.9
O=C(NC(=O)c1c(F)cccc1F)Nc1cc(Cl)c(F)c(Cl)c1F,-21.6%,-1.0%,-2.7%,2.3%,3.6,2.1%,-12.5%,-16.5,-0.9%,-5.4%,-1.1
C/C=C(\C)C(=O)N[C@@H](c1ccccc1)[C@@H](O)C(=O)O[C@H]1C[C@@]2(O)[C@@H](OC(=O)c3ccccc3)C3[C@](C)(C(=O)[C@H](O)C(=C1C)C2(C)C)[C@@H](O)C[C@H]1OC[C@@]31OC(C)=O (some centres not stated),0.708µM*,?,-26.4%,-3.2%,4.8,15.6%,2.1%,-0.4,-35.2%[inhibitor],-30.1%[inhibitor],0.9
Cn1c(=O)oc2cc(S(=O)(=O)N3CCCC(C(=O)Nc4ccccn4)C3)ccc21 (configuration not stated),0.7%,?,12.6%,1.2%,-9.4,1.4%,-1.4%,-3.0,1.0%,-2.6%,-1.4
COc1cccc(CC(=O)N2CCN(Cc3cccc(Cl)c3)CC2)c1,-1.6%,26.9%,10.1%,-0.2%,-0.7,-5.1%,-2.5%,-1.0,-2.6%,1.9%,-1.2
O=C(Cc1c(O)c2ccccc2oc1=O)c1ccc(F)cc1,5.4%,nt,nt,3.01µM*,-21.9,11.3%,0.0%,-20.7,?,?,nt
CCC(=NCCO)c1c(O)n(-c2ccc(Cl)cc2)c(=O)[nH]c1=O,2.6%,14.4%,-5.7%,-5.4%,1.1,0.5%,0.8%,-5.7,6.3%,6.7%,7.1
CCCNC(=O)c1c(N)n(Cc2ccco2)c2nc3ccccc3nc12,nt,2.3%,-5.5%,-1.2%,8.7,-8.6%,-5.3%,20.7,0.5%,1.7%,-1.4
COc1ccc(-c2c(-c3cc(OC)cc(OC)c3)n(C)c3ccc(-c4ccc(S(N)(=O)=O)cc4)cc23)cc1,?,nt,nt,4.3%,-89.2*,-4.4%,-1.8%,9.2,-7.0%,-7.9%,nt
COc1ccccc1C(=O)Nc1nnc(-c2ccc(Cl)cc2)o1,-1.8%,?,?,?,0.0,-1.2%,0.9%,19.6,-4.9%,-2.2%,4.3
CC(C)COC(=O)n1c(=O)oc2ccc(S(=O)(=O)N3CCCCC3)cc21,8.1%,?,?,-2.5%,-6.7,-5.0%,-4.6%,0.3,0.8%,-4.7%,9.3
CCOP(=O)(OCC)C(Cc1ccccc1)NC(C)=O (configuration not stated),8.7%,10.2%,-8.3%,-1.6%,-0.7,-0.8%,-5.8%,5.9,-4.3%,-4.7%,1.6
COc1ccccc1N1CCN(Cc2c(F)cccc2F)CC1,nt,24.2%,2.9%,-1.3%,3.4,-1.5%,0.9%,-13.0,-7.0%,-1.5%,5.6
CC1=CC(=C2C(=O)NC(=S)NC2=O)C=C(C(F)(F)F)N1Cc1ccccc1,-11.5%,?,?,-2.4%,-11.8,13.6%,-1.3%,3.6,-15.7%,-24.8%,-6.1
Cc1ccc(N2C(=O)NC(=O)/C(=C/C=C/c3ccco3)C2=O)cc1,-14.3%,12.6µM*,10µM*,-6.5%,-1.2,3.0%,?,0.7,-1.0%,-3.6%,1.6
C/C(=N/OC(=O)N(C)C)c1ncc(C(F)(F)F)cc1N1CCOCC1,1.4%,-23.8%,-3.3%,1.4%,0.2,-5.9%,-6.9%,-26.5,21.4%,2.2%,3.0

# Next part.
SMILES,uPA generation,RORgamma inh,Gal4-VP16 FLuc,FLuc counter,KCNH2 3.1 inh,ELG1 genotox,Tb PFK inh,Giardia kill,Rab9 promoter act,NPC1 promoter act,Coupling enz
COc1ccc(CCNCc2cccn2C)cc1,11.1%,-0.2%,0.2%,-1.4%,-0.2,0.9%,-0.8%,8.5,0.2%,2.0%,-0.4
FC(F)(F)c1ccc2c(c1)NP(=S)(N1CCOCC1)c1nccn1-2 (configuration not stated),1.6%,17.4%,3.5%,3.0%,-2.3,-3.3%,-3.6%,15.8,-0.1%,-4.8%,1.4
Cc1ccc(S(=O)(=O)N2CCC(=O)N(CCOC(=O)Nc3cccc(Cl)c3)CC2)cc1,-18.1%,?,4.7%,?,-12.0,4.4%,1.9%,-3.5,0.5%,0.0%,-0.3
COc1ccc(N2C(=O)/C(=C/c3ccc(N(C)C)o3)C(=O)NC2=S)cc1,0.8%,-3.5%,-5.0%,-8.6%,1.4,?,-2.4%,-28.3,3.9%,-3.0%,-0.9
Cc1ccc2c(c1)=C/C(=C\c1c(O)[nH]c(=O)[nH]c1=O)C(=O)N=2,6.8%,-23.5%,-6.8%,-1.4%,-1.4,0.0%,-5.8%,-2.4,-8.6%,-3.6%,0.5
c1ccc(NC2=NCCS2)cc1,1.0%,-14.7%,1.6%,4.1%,0.2,2.2%,1.5%,4.1,-2.4%,-1.2%,2.4
CC(C)OCC(O)CN1CC2C[C@@H](C1)Cn1c2cccc1=O (some centres not stated),11.1%,3.9%,0.7%,0.4%,1.9,-0.4%,0.0%,-15.8,3.0%,-1.7%,-1.4
Cc1ccc2c(Cl)cc(Cl)c(O)c2n1,0.0%,0.562µM*!,0.891µM*!,nt,-20.0,nt,nt,2.7,nt,nt,-5.1&2.2
CN1CCN(c2ccc(S(=O)(=O)C(F)(F)F)cc2[N+](=O)[O-])CC1,-8.5%,?,9.4%,1.8%,-3.1,1.4%,4.0%,9.7,5.5%,7.4%,1.6
O=C(c1ccccc1F)c1cn(Cc2ccccc2)c2ccccc12,nt,?,-22.1%,4.0%,-10.1,-4.2%,-11.5%,-2.1,-1.6%,-2.2%,-2.6
O=C(CN1CCCC1=O)NCCc1ccccc1,12.9%,-7.7%,-7.1%,0.1%,16.4,2.1%,7.8%,-2.8,-1.2%,-3.1%,5.8

# Bioassay records (PubChem BioAssay)
